# Casp6 inh: caspase-6 (human) enzyme inhibition; P55212; purified caspase-6, Z-VEID-R110 cleavage fluorescence; inhibition, % at 12.5 µM; actives 0.53% (n = 350,000); AID 686996;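 active = mean inhibition across replicates at least about 35%, with every replicate also reaching that limit, limit read from the data; inconclusive = only one of the two criteria met; inactive = neither criterion met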;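 also: 0% = median of neutral control wells and 100% = no fluorescence left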
# Target sequence (P55212 24-179 limits assumed): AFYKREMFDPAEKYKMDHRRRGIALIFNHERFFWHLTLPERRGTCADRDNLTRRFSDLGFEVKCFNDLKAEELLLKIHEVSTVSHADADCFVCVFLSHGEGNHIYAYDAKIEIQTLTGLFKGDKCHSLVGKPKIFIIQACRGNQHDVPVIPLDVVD
# Target sequence (P55212 194-293 limits assumed): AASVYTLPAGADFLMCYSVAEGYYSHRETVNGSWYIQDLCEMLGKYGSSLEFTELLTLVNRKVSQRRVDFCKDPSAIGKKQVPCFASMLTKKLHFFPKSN
# miR-122 sensor: inhibitors of miR-122 in Huh7 cells; actives 0.3% (n = 340,000); activation (reporter increase), % at 12.5 µM; Huh7 miR-122 Renilla luciferase sensor, 48 h; neutral wells = 0, positive control = 100; AID 602342;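 active = mean replicate activation score at least 90 and every replicate individually at or above 90; inconclusive = only one of the two criteria met; inactive = neither criterion met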;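 also: higher luciferase means less miR-122 activity so hits act as miR-122 inhibitors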
# DENV2 CPE rescue: protects cells from dengue virus 2 cytopathic effect | AID 651640 | CPE inhibition, % at 9.99 µM | DENV2-infected cells, cytopathic effect rescue, plate reader | actives 1.7% (n = 350,000); in the data active = CPE inhibition above about 20%, passing the limit was not always enough; inconclusive = no clear call, values can overlap the other calls; tested in BHK-21 cells;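 also: 0% = median of neutral control wells and 100% = median of positive control wells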
# ERp5 inh: blocks human ERp5 reductase activity on insulin; Q15084; ERp5 insulin aggregation, absorbance 650 nm, 90 min; inhibition, % at 9.99 µM; actives 0.05% (n = 350,000);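 active = mean replicate inhibition above about 25%, with every replicate also reaching it, limit read from the data, passing the limit was not always enough; inconclusive = only one of those two criteria met; inactive = neither criterion met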
# Target sequence (Q15084 whole entry, looked up): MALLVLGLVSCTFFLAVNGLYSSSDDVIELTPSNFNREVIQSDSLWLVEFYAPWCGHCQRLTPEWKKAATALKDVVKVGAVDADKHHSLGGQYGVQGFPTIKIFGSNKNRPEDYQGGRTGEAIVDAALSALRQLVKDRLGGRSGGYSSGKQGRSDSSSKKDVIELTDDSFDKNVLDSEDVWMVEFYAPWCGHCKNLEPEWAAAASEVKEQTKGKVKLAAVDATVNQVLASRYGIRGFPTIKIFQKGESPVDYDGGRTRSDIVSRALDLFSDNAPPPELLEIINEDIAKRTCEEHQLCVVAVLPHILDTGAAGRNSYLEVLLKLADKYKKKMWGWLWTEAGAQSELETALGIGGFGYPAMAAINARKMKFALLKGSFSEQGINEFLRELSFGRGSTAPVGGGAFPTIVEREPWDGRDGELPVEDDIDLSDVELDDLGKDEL
# ERAP1 HTS inh: inhibitors of human ERAP1 aminopeptidase. inhibition, % at 10.7 µM. Q9NZ08. recombinant ERAP1, Leu-AMC fluorescence, 60 min. AID 652197. actives 0.15% (n = 340,000);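 active = mean replicate inhibition of at least 30%, or all replicates individually reaching that 30% level; inactive = mean below 30% and not every replicate reaching it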;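 also: 0% = neutral control wells and 100% = L-leucinethiol positive control wells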
# CFTR F508del cor: correctors of CFTR F508del function in bronchial epithelial cells. CFBE cells, YFP halide quenching; stimulated with forskolin plus potentiator P3; % fluorescence drop versus neutral controls. activity (quench increase), % at 7.58 µM. actives 0.36% (n = 350,000). AID 720511;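 active = mean added fluorescence quench of at least 8% versus neutral control, with both replicates also reaching 8%; inconclusive = only one of the mean or replicate conditions met; inactive = mean below 8% and not both replicates reaching 8%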;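 also: cells transiently co-express mutant CFTR-F508del with the halide-sensitive YFP; corrector assay measuring rescue of mutant channel to the surface after 24 h compound exposure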
# SIRT5 inh: blocks human SIRT5 desuccinylation of peptide. inhibition, % at 15 µM. Q9NXA8. actives 1.1% (n = 330,000). AID 652115. Purified SirT5, succinyl-peptide AMC, trypsin-coupled fluorescence; in the data active = inhibition above about 15%; inconclusive = no clear call, values can overlap the other calls
# Target sequence (Q9NXA8 whole entry, looked up): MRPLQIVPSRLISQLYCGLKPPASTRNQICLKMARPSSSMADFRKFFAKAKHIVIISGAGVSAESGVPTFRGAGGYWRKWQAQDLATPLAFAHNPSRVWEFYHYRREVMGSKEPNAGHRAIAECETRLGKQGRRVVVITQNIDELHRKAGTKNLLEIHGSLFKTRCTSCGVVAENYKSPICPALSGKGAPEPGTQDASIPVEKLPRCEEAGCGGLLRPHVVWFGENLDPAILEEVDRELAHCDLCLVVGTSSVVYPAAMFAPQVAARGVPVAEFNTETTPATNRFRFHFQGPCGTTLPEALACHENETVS
# * hit, by the source's call; ? = inconclusive; · = not tested or not shown; & = joins results of further samples; [ ] = another dose, or the depositor's remark.
SMILES	Casp6 inh	miR-122 sensor	DENV2 CPE rescue	ERp5 inh	ERAP1 HTS inh	CFTR F508del cor	SIRT5 inh
O=[N+]([O-])c1ccccc1Oc1ccc(S(=O)(=O)N2CCOCC2)cc1	1	-4	-3	-9	-9	-4.3	-7
COc1ccc2oc(C(=O)NCc3ccccc3CN3CCCC3)c(C)c2c1	-8	3	-4	-5	-2	1.3	-1
COC(=O)C[C@@H]1C[C@H]2c3cc(NC(=O)CC4CC4)ccc3O[C@H]2[C@H](CO)O1	6	2[16.7 µM]	1	-2	1	0.2	5
O=C(Nc1nc(-c2ccccn2)cs1)C12CC3CC(CC(O)(C3)C1)C2	5	·	-6	-8	10	1.3	-3
CCCCN(C)CCNC(=O)c1cc2c(-c3ccccc3F)nn(C)c2s1	-9	8	6	6	-1	1.1	-16
Cc1ccc(S(=O)(=O)N(C)CC(=O)O/N=C(\N)c2cccnc2)cc1	2	-5	-11	-3	3	0.3	-3
Cc1ccccc1-c1ccc([C@H]2[C@H]3CN(S(=O)(=O)c4ccc(F)cc4)CCCCN3[C@H]2CO)cc1	·	-7[16.7 µM]	·	3	·	-0.3	1
CCCn1c(N)c(N2CCCCC2)c(=O)n(CC(=O)Nc2cccc(S(=O)(=O)N(C)C)c2)c1=O	1	1	-4	-3	2	4.4	2
C[C@H](CO)N1C[C@H](C)[C@H](CN(C)Cc2cccnc2)Oc2ncc(C#Cc3cccnc3)cc2C1=O	-2	2[16.7 µM]	-5	2	6	1.3	6
CS(=O)(=O)N(Cc1ccc(Cl)cc1)c1ccc(C(=O)NCc2ccccn2)cc1	-3	·	-3	-5	0	2.6	-3
COc1ccc(N2CCN(C(=O)COC(=O)CCOc3ccc(C)cc3)CC2)cc1	-1	·	-1	-2	2	-3.6	-9
CCOc1ccccc1NC(=O)CCS(=O)(=O)c1cccs1	-4	·	0	3	3	-0.2	·
CO[C@@H]1CN(C)C(=O)c2cc(NC(=O)C3CCCCC3)ccc2OC[C@@H](C)N(Cc2cccnc2)C[C@@H]1C	1	-3[16.7 µM]	-2	-3	-1	0.1	-2
CC(=O)NC1=NN(C(C)=O)C(C)(c2ccc(C)o2)S1 (stereo not given)	4	·	5	-2	-2	-1.2	-4
C[C@H]1CN([C@@H](C)CO)S(=O)(=O)c2ccc(C3=CCCCC3)cc2O[C@@H]1CN(C)C(=O)Cc1cccnc1	1	6[16.7 µM]	-5	23	-1	0.5	2
O=[N+]([O-])c1cccc(COc2cccc(CN3CCOCC3)c2)c1	-1	-1	-7	-3	·	1.8	-1
Cc1ccn2c(C=O)c(-c3ccc(F)cc3)c(C=O)c2c1	1	·	-5	5	3	3.3	1
NC(=O)c1sc2nc3c(c(-c4ccco4)c2c1N)CCCC3	9	2	8	0	3	-2.2	-3
O=C(NCC1CCCCC1)c1cc([N+](=O)[O-])ccc1Cl	-2	-6	-6	-3	-3	2.0	1
OCCNCCCCSc1ccc(Cl)cc1	-5	·	0	11	-2	0.9	-8
Cc1cc(-c2nc(C)c(C(=O)NNS(=O)(=O)c3cccc(C(F)(F)F)c3)s2)no1	-4	-1	-2	3	3	-0.3	2
Cc1cccc(S(=O)(=O)N2C[C@@H](O)COC[C@H]3O[C@@H](CC(=O)NCCCN4CCOCC4)CC[C@@H]32)c1	0	3[16.7 µM]	-13	0	0	1.4	1
COc1cccc(CNC(=O)CCNC(=O)c2ccc(Br)o2)c1	4	5	4	1	-5	1.2	-1
O=C(NNC(=O)c1cc([N+](=O)[O-])ccc1Cl)c1cccs1	5	·	?	-1	6	4.6	-1
O=C(O)c1occc1CSc1ccccc1	-3	3	-3	4	-2	-0.4	-3
O=C(OCc1nnc(-c2ccccc2)o1)C12CC3CC(CC(Br)(C3)C1)C2	3	·	-3	6	2	-2.4	-2
Cc1cc(C)c2nc(N3CCN(C(=O)c4cccs4)CC3)sc2c1	-1	·	4	1	-4	-1.2	1
CS(=O)(=O)N(CC(=O)Nc1ccccc1C(=O)N1CCOCC1)c1ccc(F)c(Cl)c1	3	2	-9	-4	-2	-7.7	-2
Cc1c(C(=O)N2CCN(Cc3ccc4c(c3)OCO4)CC2)sc2ncnc(N3CCN(c4ccccc4F)CC3)c12	·	·	-1	-2	2	1.3	-1
COc1ccccc1NC(=O)c1ccc(NC(=O)Cc2n[nH]c(=O)c3ccccc23)cc1	7	-7	·	0	-2	-7.0	·
O=C(c1cnccn1)N1CCN(c2ccccc2)CC1	1	·	4	2	-3	-2.1	-1
O=C(COc1ccc(/C=N/NS(=O)(=O)c2ccccc2)cc1)N1CCOCC1	0	4	4	2	-10	-3.9	-1
c1cncc(-c2nc(NCc3cccs3)c3ccccc3n2)c1	1	·	2	0	-1	2.9	-2
Cc1ccc(CNC(=O)CS(=O)(=O)Cc2nc(-c3ccc(C)cc3)oc2C)cc1	-5	0	8	-3	-1	-0.5	-4
N#Cc1ccc(C(=O)NC2CCCc3ccccc32)cc1 (stereo not given)	1	·	2	-1	0	-1.0	0
COc1ccc(NC(=O)N(C)C[C@H]2OCCCC[C@@H](C)Oc3ccc(NC(=O)Nc4ccc(F)cc4)cc3C(=O)N([C@H](C)CO)C[C@H]2C)cc1	1	-3[16.7 µM]	-1	-3	1	1.5	5
CC(C)NC(=O)Nc1ccc2c(c1)C(=O)N(C)[C@@H]1CC[C@@H](CC(=O)Nc3ccccc3)O[C@@H]1CO2	-1	1[16.7 µM]	3	3	-1	-1.8	-1
CC(=O)C(/C=N/c1ncc(C(F)(F)F)cc1Cl)=C(\C)O	1	·	14	-4	-2	2.5	-5
CCCN(C)C[C@@H]1OCCCC[C@@H](C)Oc2ccc(NS(=O)(=O)c3ccc(OC)cc3)cc2C(=O)N([C@H](C)CO)C[C@@H]1C	3&0	-6[16.7 µM]	1&-8	-10&-1	-43	2.0&2.1&2.1	-7
O=C(c1ccc(F)cc1)N1CC(=O)N2[C@H](CO)[C@H](c3ccc(C#CC4CCCC4)cc3)[C@@H]2C1	0	·	0	-1	-2	3.1	1
COc1ccc(S(=O)(=O)N2CC[C@@H]3[C@@H](CO)Nc4ccc(-c5cccc(C#N)c5)cc4[C@@H]32)cc1	-1	22[16.7 µM]	-7	-3	-1	13*	3
C[C@H]1CCCCO[C@H](CN(C)C(=O)Nc2ccc(F)cc2)[C@@H](C)CN([C@@H](C)CO)C(=O)c2cc(NC(=O)Nc3ccc4c(c3)OCO4)ccc2O1	-2&3	-13	10&7	-2&-1	3&1	0.9&0.7	-5&9
CC[C@H](C)[C@H](NC(=O)OCc1ccccc1)C(=O)OCC(=O)N(C)CC(=O)Nc1ccccc1Cl	0	·	3	-7	0	-1.5	1
COc1cc(O)c(/C=N/NC(=O)c2ccncc2)c(OC)c1[N+](=O)[O-]	-2	·	-3	-19	4	2.2	5
COc1ccc(C(=O)NNC(=O)Cc2nc3ccccc3n2C)cc1	1	5	0	-8	4	3.0	-3
COc1ccc(NC2=CC(c3ccccc3)N(c3ccc(OC)cc3)C2=O)cc1 (stereo not given)	1	-4	-2	3	-2	2.4	-3
O=C(/C=C/c1ccc([N+](=O)[O-])cc1)N1CCN(S(=O)(=O)c2ccccc2)CC1	3	·	3	-1	0	-4.3	-3
C=CCNc1oc(-c2ccco2)nc1S(=O)(=O)c1ccccc1	0	·	-1	-3	-4	-0.7	3
N#CC(=Cc1cccs1)c1nc(-c2ccc(Cl)cc2)cs1	1	·	-7	-3	-2	0.2	-1
O=C(N/C(=C/c1ccccc1)C(=O)N1CCCCCC1)c1ccccc1	5	·	-6	0	0	2.0	-3

# Continued.
SMILES	Casp6 inh	miR-122 sensor	DENV2 CPE rescue	ERp5 inh	ERAP1 HTS inh	CFTR F508del cor	SIRT5 inh
CSCc1cccc(C(=O)OC(C)C(=O)Nc2c(C)n(C)n(-c3ccccc3)c2=O)c1 (stereo not given)	2	-6	17	-6	0	1.4	-2
CCc1ccc(OCC(=O)NC2CC(C)(C)NC(C)(C)C2)cc1	-6	·	-1	0	5	0.1	-6
O=C(c1ccc(F)cc1Cl)N1CCN(S(=O)(=O)c2cccs2)CC1	-2	-2	4	2	-2	2.6	-7
COc1ccc(-c2ccc3n(c2=O)C[C@@H]2[C@@H](CO)[C@H](C(=O)N(C)C)N(CC4CCCC4)[C@H]32)cc1	12	·	6	-2	4	·	-8
CCSc1ccc2nnc(-c3cccs3)n2n1	12	·	7	-1	0	3.6	-1
CCCNC(=O)OCCC12CC3CC(CC(C3)C1)C2	5	-3	3	-2	-4	·	·
CC(C)CN1CCC(CN2CCNC(=O)C2=O)CC1	36*	-1	-5	-5	-3	-0.8	-2
Cc1ccc(NCc2nnc(SCC(=O)NNC(=O)Cc3ccccc3)n2C)cc1	-3	16	3	1	0	1.1	1
O=C(CCN1C(=O)CSc2ccccc21)Nc1cccc(C(F)(F)F)c1	1	-4	9	6	-9	2.0	-2
Cc1noc(C)c1NC(=O)Nc1ccc2c(c1)C(=O)N([C@H](C)CO)C[C@@H](C)[C@H](CN(C)S(=O)(=O)c1cccs1)OCCCC[C@H](C)O2	2	10[16.7 µM]	0	3	0	1.0	-4
COc1ccc2c3c(n(C)c2c1)[C@H](CO)N(C(=O)NC(C)C)CC31CN(CC2CCCCC2)C1	-1	·	8	-9	2	2.7	1
C[C@H](O)C#Cc1cnc2c(c1)C(=O)N([C@@H](C)CO)C[C@@H](C)[C@@H](CN(C)Cc1cccc(F)c1)O2	-1	1[16.7 µM]	?	-3	-2	-0.3	-3
CCOC(=O)c1ccc(NC(=O)Cc2coc3cc4c(cc23)CCC4)cc1	-1	·	-5	1	-3	-2.3	-4
CCOC(=O)C1(C)CCCN(C(=O)c2ccc(-c3ccccc3)cc2)C1 (stereo not given)	6	-1	3	-1	1	2.1	-2
C[C@@H]1CCCCO[C@H](CN(C)C(=O)Nc2cccc3ccccc23)[C@H](C)CN([C@@H](C)CO)C(=O)c2cc(NC(=O)Cc3ccccc3)ccc2O1	-1	3[16.7 µM]	6	4	0	-0.7	8
CCS(=O)(=O)N1[C@@H](CO)[C@H](c2ccccc2)C12CN(C(=O)C1CC1)C2	1	·	-3	1	-2	-3.0	7
CC(C)c1ccc(NC(=O)NC2(C(=O)NCc3cccnc3)CCCCC2)cc1	6	2	10	3	-21	-3.9	0
COc1cccc(C(=O)NC2CC(C)(C)Cc3c2cnn3-c2cccc(F)c2)c1OC (stereo not given)	0	·	-4	4	-5	0.0	0
Cc1ccc(C)c(S(=O)(=O)N/N=C/c2ccc(N3CCOCC3)cc2)c1	0	87	2	-3	-1	1.1	-3
COCC(=O)Nc1ccc2c(c1)C(=O)N(C)C[C@@H](OC)[C@H](C)CN(C(=O)c1ccccc1)[C@@H](C)CO2	·	·	·	-2	·	-0.5	2
CNC[C@@H]1OCCCC[C@@H](C)Oc2ccc(NC(=O)Nc3ccc(C(F)(F)F)cc3)cc2C(=O)N([C@H](C)CO)C[C@H]1C	·	2[16.7 µM]	·	-3	·	-4.1	-5
C[C@H](CO)N1C[C@H](C)[C@H](CN(C)C(=O)Nc2ccc(F)cc2)Oc2ccc(NC(=O)Cc3cn(C)c4ccccc34)cc2C1=O	-1	-5[16.7 µM]	-4	5	-1	2.3	5
Cc1noc(C)c1S(=O)(=O)Nc1ccc2c(c1)C(=O)N([C@@H](C)CO)C[C@@H](C)[C@@H](CN(C)C(=O)Nc1ccc3c(c1)OCO3)OCCCC[C@H](C)O2	1	12[16.7 µM]	1	-6	-4	-0.6	-1
Cn1cnc(S(=O)(=O)N2C[C@@H](O)COC[C@@H]3O[C@H](CC(=O)NCc4cccc(F)c4)CC[C@H]32)c1	·	3[16.7 µM]	1	·	·	1.9	·
O=c1[nH]c(Cc2cccc(C(F)(F)F)c2)nc2ccccc12	-1	·	1	1	1	-2.9	-4
COc1ccc(C(CNC(=O)C2CC(=O)N(Cc3ccccc3)C2)N2CCOCC2)cc1 (stereo not given)	-2	-10	-5	4	-5	-0.2	-2
